Compound activity from PubChem BioAssay.
mABHD4 FP – inhibitors of mouse ABHD4. inhibition, % at 8.92 µM. AID 720543. actives 0.54% (n = 370,000). Q8VD66. purified mABHD4, FP-Rh probe fluorescence polarization;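 active = inhibition exceeding the mean over every tested compound plus 3 SD, cut at about 30% in these data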;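 note: 0% = plate median of compound wells and 100% = S159A mutant with DMSO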
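Assay system: mABHD4 protein; medium: HEPES pH 7.0, NaCl, Pluronic buffer; dosing: 8.92 µM, single dose; schedule: 45 min + 60 min at 25 °C; signal: FP readout, ex 525 nm / em 598 nm; read-out: normalized percent inhibition of probe labeling; repeats: single replicate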
TDP2 absorb – blocks human TDP2 phosphodiesterase activity; inhibition, % at 12.8 µM; O95551; actives 0.34% (n = 370,000); recombinant TDP2, T5PNP hydrolysis, p-nitrophenol absorbance 415 nm; AID 720702;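 active = inhibition above the mean of all tested compounds plus 3 SD, set per campaign, cut at about 25% in these data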;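 note: 0% = DMSO with enzyme and 100% = buffer with substrate but no TDP2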
Target sequence (O95551 whole entry, looked up): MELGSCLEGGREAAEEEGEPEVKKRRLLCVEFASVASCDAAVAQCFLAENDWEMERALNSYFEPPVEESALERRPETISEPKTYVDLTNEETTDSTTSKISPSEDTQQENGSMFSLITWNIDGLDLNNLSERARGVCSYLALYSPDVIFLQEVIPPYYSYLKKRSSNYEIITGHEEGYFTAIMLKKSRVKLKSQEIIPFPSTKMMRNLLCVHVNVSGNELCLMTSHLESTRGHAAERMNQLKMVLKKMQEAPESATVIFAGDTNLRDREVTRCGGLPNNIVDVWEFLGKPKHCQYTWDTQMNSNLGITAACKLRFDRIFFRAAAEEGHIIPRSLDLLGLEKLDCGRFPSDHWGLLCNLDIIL
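Assay system: recombinant human TDP2 / Reagent: T5PNP substrate at 5 mM, a TopII-DNA adduct mimic / Measured by: epi absorbance from released p-nitrophenol / Evaluation: % inhibition relative to enzyme-containing and enzyme-free wells / Control set: enzyme-free and DMSO wells / Replicates: each compound tested once, singlicate / Schedule: enzyme reaction with compound for 2 h at 37 °C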
LEDGF integ inh – blocks HIV-1 LEDGF/p75-dependent DNA integration. TR-FRET IN-LEDGF/p75 DNA integration, Eu/Cy5. inhibition, % at 3.7 µM. actives 0.64% (n = 370,000);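 active = inhibition above the screen-wide mean plus 3 SD, cut at about 13% in these data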;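 note: signal is the Cy5 over europium emission ratio at 671 and 618 nm; 0% = plate median of compound wells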
Rev-erbA mod – modulates human Rev-erb alpha binding to DNA; P20393; Rev-erbα–FITC-DNA binding, fluorescence polarization, 90 min; activity, % at 10 µM; actives 0.79% (n = 370,000); AID 1259318;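 active = activity above about 14%, limit read from the data; passing the limit was not always enough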;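 note: 0% = DMSO wells with 35 nM protein and 100% = DMSO wells with 750 nM protein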
HTRA1 inhibitor – blocks human HTRA1 serine peptidase | recombinant HTRA1, FP-rhodamine activity-based probe, fluorescence polarization | inhibition, % at 5.96 µM | actives 0.5% (n = 340,000) | AID 504803; in the data active = inhibition above about 36%;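 note: 0% = enzyme with DMSO and 100% = wells lacking enzyme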
Target sequence (Q92743 whole entry, looked up): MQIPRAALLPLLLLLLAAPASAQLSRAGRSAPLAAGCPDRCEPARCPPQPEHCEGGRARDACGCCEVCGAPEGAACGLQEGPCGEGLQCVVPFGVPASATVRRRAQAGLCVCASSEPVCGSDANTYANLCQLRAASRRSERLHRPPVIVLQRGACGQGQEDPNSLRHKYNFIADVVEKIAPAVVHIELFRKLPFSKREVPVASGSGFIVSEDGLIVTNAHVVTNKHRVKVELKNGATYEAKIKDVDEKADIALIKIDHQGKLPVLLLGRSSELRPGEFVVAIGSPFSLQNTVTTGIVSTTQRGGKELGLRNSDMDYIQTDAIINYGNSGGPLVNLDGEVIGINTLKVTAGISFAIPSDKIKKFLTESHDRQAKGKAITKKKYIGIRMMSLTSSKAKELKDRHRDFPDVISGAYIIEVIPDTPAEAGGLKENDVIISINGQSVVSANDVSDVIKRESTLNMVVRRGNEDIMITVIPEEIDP
SIAE primary – blocks human sialic acid acetylesterase. Q9HAT2. SIAE FP-Rh probe binding, fluorescence polarization. inhibition, % at 9.66 µM. actives 0.69% (n = 370,000). AID 1053197;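 active = inhibition above a cutoff: mean of compounds within the control limits plus 3 SD of those, cut at about 17% in these data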;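 note: 0% = plate median of compound wells and 100% = probe without SIAE protein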
rCAG binder – molecules binding r(CAG) RNA repeats; actives 1.3% (n = 370,000); r(CAG) RNA repeat, TO-PRO-1 dye displacement fluorescence; inhibition, % at 3 µM;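 active = inhibition above the plate cutoff, the mean of all test compounds on that plate plus 3 SD, cut at about 35% in these data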;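 note: 0% = DMSO alone and 100% = 100 µM mitoxantrone as full dye displacement; higher means more dye released from RNA so lower well fluorescence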
TCR CD3 inh – inhibitors of human TCR-CD3 interaction; TAMRA-labeled TCR probe fluorescence, biochemical; inhibition, % at 9.4 µM; actives 0.37% (n = 360,000); AID 651800; in the data active = inhibition above about 19%;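 note: recombinant mutant TCR 2C K166C tagged with TAMRA read by polarization; 0% = receptor in buffer alone and 100% = receptor with positive control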
PRMT1 inh – blocks human protein arginine methyltransferase 1; actives 1.3% (n = 370,000); inhibition, % at 2.79 µM; Q99873; recombinant PRMT1, activity-based probe fluorescence polarization;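 active = inhibition above about 21% made by adding two undisclosed values, limit read from the data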
PG9 Ab binder – binds the HIV-1 gp120 antibody PG9. inhibition, % at 6.7 µM. TR-FRET gp120-PG9 antibody binding. AID 624416. actives 0.43% (n = 360,000); in the data active = inhibition above about 8.5%
* marks the source's active call; other numbers are inactive results; . = not tested or not shown. Only part of the results is shown; the hit share may differ from the screen's.

SMILES | mABHD4 FP | TDP2 absorb | LEDGF integ inh | Rev-erbA mod | HTRA1 inhibitor | SIAE primary | rCAG binder | TCR CD3 inh | PRMT1 inh | PG9 Ab binder
O=C(O)c1cc(-c2ccccc2)nn1CC1CC(c2cccc([N+](=O)[O-])c2)=NO1 (stereo not given) | 5 | -25 | 3 | 0 | . | -17 | 13 | 2 | -2 | -2.3
COc1ccccc1NC(=S)NC(=O)/C=C/c1cccs1 | -44 | -4 | 4 | 6 | -40 | -12 | 2 | 10 | -3 | -0.7
CC1(C)CC(NC(=O)c2ccccc2C(=O)NC2CC(C)(C)NC(C)(C)C2)CC(C)(C)N1 | 2 | -1 | -2 | -1 | 2 | -3 | 2 | 3 | -2 | -1.0
O=C(Nc1ccccc1C(=O)Nc1ccc(Cl)cc1)c1cccnc1 | -2 | 5 | -2 | -2 | -32 | -10 | -4 | -5 | -1 | 1.7
COc1cccc(CN2CCC(C)(Oc3cccc(Cl)c3)C2)c1OC (stereo not given) | -2 | 8 | 0 | 13 | . | 3 | -2 | -6 | -1 | 0.0
Cc1cc(C)c2nc(SC(C)C#N)cc(C)c2c1 (stereo not given) | -3 | -5 | 0 | -7 | -15 | -10 | 6 | -3 | -3 | 0.4
CN(C)CCNC(=O)Cn1nc(C(F)F)cc1C1CC1 | 1 | -4 | 0 | 1 | 0 | -6 | -2 | 1 | -3 | -0.5
COc1ccc(C2Nc3ccccc3C(=O)N2c2ccc(Cl)cc2)cc1Cn1cc([N+](=O)[O-])cn1 (stereo not given) | 1 | -9 | -3 | 1 | -32 | -1 | 11 | 1 | 2 | -1.2
C/C(Cc1ccccc1)=N\NC(=O)CNC(=O)c1ccc(Cl)cc1 | -3 | 8 | -2 | -4 | 1 | 3 | -2 | 2 | 1 | -0.7
O=C(CN1C(=O)c2ccccc2S1(=O)=O)NCCSCc1c(F)cccc1Cl | -4 | 5 | 2 | -1 | -11 | 9 | -1 | 7 | -2 | 1.0
O=C(OC(C(=O)NCc1cccs1)c1ccccc1Cl)c1ccco1 (stereo not given) | -10 | 3 | -1 | 1 | -7 | 2 | 2 | 7 | 4 | -0.3
CS(=O)(=O)Nc1ccc(C(=O)N2CCc3ccccc3C2)cc1 | 3 | -1 | -3 | -3 | 2 | -11 | 0 | -6 | 2 | -0.8
CC(=O)c1cccc(-c2ccnc3c2CC(C(=O)Nc2cccc(C(F)(F)F)c2)O3)c1 (stereo not given) | -7 | 3 | 1 | -5 | . | -9 | 2 | 6 | 0 | -0.5
O=S(=O)(N[C@@H]1CCCC[C@H]1N1CCOCC1)c1ccc(Cl)cc1 | 3 | 7 | 1 | -1 | . | -1 | . | . | 1 | .
CSc1cccc(CNC(=O)CC2C(=O)NCCN2CC(C)(C)C)c1 (stereo not given) | 3 | 0 | -1 | -6 | 3 | -4 | 1 | -6 | 6 | 2.4
COc1ccccc1NC(=S)NNC(=O)c1ccccc1Br | 1 | -2 | -3 | 2 | 3 | 1 | 12 | -3 | 2 | 2.8
Cc1cc(=O)oc2cc(OC(C)C(=O)Nc3nccs3)ccc12 (stereo not given) | -5 | 6 | -1 | 3 | -3 | 1 | 4 | 4 | 1 | -2.3
C[C@H]1CN([C@@H](C)CO)C(=O)CCCn2nncc2CO[C@@H]1CN(C)S(=O)(=O)c1ccc2ccccc2c1 | 10 | 2 | 1 | -8 | -1 | 3 | 5 | -4 | 1 | -1.4
O=C(Oc1ccccc1Cl)c1ccccc1P(=O)(O)O | 6 | 10 | 0 | 0 | 1 | 6 | 2 | -2 | -4 | -0.3
Cc1cccn2c(=O)c3cc(C(=O)NCC4CCCO4)c(=N)n(Cc4ccc(F)cc4)c3nc12 (stereo not given) | -9 | -10 | -8 | -5 | -4 | -6 | 6 | -5 | 8 | -0.9
CCn1c(SCC(=O)Nc2ccc3c(c2)OCO3)nc2c1c(=O)n(C)c(=O)n2C | 1 | -10 | -2 | -3 | 9 | 6 | 1 | -7 | -2 | 1.5
CC1CCCCN1S(=O)(=O)c1cc2c(=O)nc3ccccn3c2cc1Cl (stereo not given) | 6 | 5 | -1 | 1 | . | 2 | 4 | 13 | 0 | -2.0
CCOC(=O)[C@]12CCC=C1N(Cc1ccccc1)C(=O)[C@H](CC(=O)NCc1cccc3ccccc13)C2 | -7 | 3 | -3 | -1 | . | -4 | 7 | -5 | 4 | -0.4
COc1ccc(CNC(=O)CNC(c2ccccc2)c2ccccc2)cc1OC | 10 | -13 | -4 | -3 | -3 | 3 | -6 | 1 | 1 | -0.9
COc1ccc(CCN(Cc2ccc(C(C)C)cc2)S(=O)(=O)c2ccc(S(=O)(=O)N(C)C)cc2)cc1OC | -3 | 0 | 1 | 3 | 1 | -1 | 1 | 4 | 1 | -1.9
O=C(O)c1cc2cccc(S(=O)(=O)N3CCCCC3)c2cc1O | -3 | 14 | -3 | -1 | -6 | 0 | 20 | 3 | 1 | 1.8
CCn1c(CNC(=O)c2ccccc2F)nnc1SCCOc1ccccc1 | 4 | 4 | 2 | 2 | 6 | 0 | -7 | 0 | -2 | 0.3
N[C@@H](Cc1ccccc1)C(=O)N1CCC(C(=O)NCC(=O)Nc2ccc(F)cc2)CC1 | 3 | 18 | -1 | -3 | 6 | -1 | 0 | -2 | 2 | 0.3
O=C(c1cccc(Br)c1)N1CCN(C(=O)c2cccc(Br)c2)CC1 | -3 | 0 | -3 | -3 | 0 | 2 | 2 | 6 | -4 | 0.2
COC(=O)C1=C(NC(=O)COc2ccc3ccccc3c2)CCS1 | 2 | 4 | 1 | 3 | -1 | 5 | 1 | -1 | 1 | 0.7
Cc1ccc(CNC(=O)C(C)C2Sc3ccccc3NC2=O)cc1 (stereo not given) | 1 | 6 | 0 | 3 | -3 | 5 | 3 | -1 | -1 | 0.0
CN(C)S(=O)(=O)c1ccc2oc(SCC(=O)c3c(N)n(C4CC4)c(=O)[nH]c3=O)nc2c1 | 2 | 1 | 2 | 6 | 5 | 4 | 0 | -2 | -6 | -0.8
CCOC(=O)c1cc(CC)sc1NC(=O)c1ccc([N+](=O)[O-])c(N2CCOCC2)c1 | 1 | -10 | -1 | -2 | -2 | 7 | 0 | -5 | 2 | -0.3
Cc1cc(C)c(NC(=O)CN2CCN(S(=O)(=O)c3ccc4c(c3)OCCO4)CC2)c(C)c1 | -3 | 10 | -2 | 5 | -2 | 8 | -1 | 4 | -1 | -0.2
COc1ccc(Br)c(C(=O)OCC(=O)NC2CCCCCC2)c1 | 1 | 3 | -2 | 1 | -1 | 3 | -2 | 0 | 3 | 2.6
CCc1ccc(NC(=O)C2CCN(C(=O)N3CCOc4ccccc43)CC2)cc1 | 2 | 1 | -1 | -1 | -5 | 0 | 0 | 1 | -1 | 6.9
CCOC(=O)C1CCCN(S(=O)(=O)c2cc(C(=O)OC)n(C)c2)C1 (stereo not given) | -1 | 7 | 1 | 1 | -1 | 2 | -1 | -1 | 1 | -0.4
O=C(NCc1ccccc1)C(c1cccnc1)N(C(=O)c1ccccn1)c1cccc(F)c1 (stereo not given) | -6 | 6 | 3 | 0 | -4 | -1 | 1 | 4 | 0 | 0.9
CCCCSc1nnc2c(n1)[nH]c1ccccc12 | 0 | -7 | 0 | -12 | -1 | -2 | 0 | 5 | 0 | -1.3
Cc1ccc(S(=O)(=O)NCCC(=O)N2CCN(S(=O)(=O)c3cccc(F)c3)CC2)cc1C | 2 | -8 | 2 | 5 | -8 | 3 | -2 | 5 | 0 | 0.0
Cc1ccc(-n2c(SCC(=O)Nc3ccccc3-c3ccccc3)nnc2-c2ccco2)cc1 | -1 | 2 | 0 | -4 | . | -3 | 1 | . | -2 | .
NNC(=O)Cn1nnc(-c2ccc(C(F)(F)F)cc2)n1 | 2 | -1 | 2 | 7 | . | -2 | 2 | -10 | 1 | -2.3
COc1cccc(CN2CCN(C(=O)Nc3ccc([N+](=O)[O-])cc3)CC2)c1 | -2 | 8 | -1 | -3 | -3 | 2 | -5 | 6 | -2 | -1.3
CCCCN(C)C(=O)C1CCC(=O)N(c2cc(OC)c(OC)c(OC)c2)C1c1ccc(OC)cc1 (stereo not given) | 6 | -7 | 0 | -2 | -2 | 1 | -8 | 5 | 0 | 0.4
C/C(=N/OC(=O)c1ccc(C)cc1)C(=O)c1ccc(Br)cc1 | 0 | -9 | 3 | 4 | 3 | -3 | 0 | 3 | -4 | -1.9
CC(=O)c1c(N2CCC(C(N)=O)CC2)nc(=S)n(-c2ccccc2)c1C | 6 | 2 | -3 | 1 | -1 | -10 | -3 | -4 | 15 | 0.2
O=[N+]([O-])c1ccc(O)c(/C=N/n2cnc3ccccc32)c1 | -1 | -5 | 1 | 2 | 7 | -10 | 3 | -1 | 3 | -1.6
CCCOc1ccc(/C=N/NC(=O)C2CCCN2S(=O)(=O)c2ccc(Cl)cc2)cc1 (stereo not given) | -10 | -18 | -1 | 0 | -29 | -3 | 0 | 4 | 1 | -1.4
CC(=O)CCN1CCOCC1 | -3 | -13 | 8 | 5 | -8 | -4 | 4 | 7 | -6 | -2.8
CSc1ncc(Cl)c(C(=O)Nc2ccccc2Br)n1 | 3 | 2 | 2 | -9 | 2 | -2 | -3 | 6 | -3 | 0.9

Gathered by group: the entries above with an NH in an aromatic ring.
SMILES | mABHD4 FP | TDP2 absorb | LEDGF integ inh | Rev-erbA mod | HTRA1 inhibitor | SIAE primary | rCAG binder | TCR CD3 inh | PRMT1 inh | PG9 Ab binder
CN(C)S(=O)(=O)c1ccc2oc(SCC(=O)c3c(N)n(C4CC4)c(=O)[nH]c3=O)nc2c1 | 2 | 1 | 2 | 6 | 5 | 4 | 0 | -2 | -6 | -0.8
CCCCSc1nnc2c(n1)[nH]c1ccccc12 | 0 | -7 | 0 | -12 | -1 | -2 | 0 | 5 | 0 | -1.3

Later entries:
SMILES | mABHD4 FP | TDP2 absorb | LEDGF integ inh | Rev-erbA mod | HTRA1 inhibitor | SIAE primary | rCAG binder | TCR CD3 inh | PRMT1 inh | PG9 Ab binder
O=C(NCCC1=CCCCC1)Nc1ccc2nsnc2c1 | -10 | 4 | 1 | 5 | -13 | -6 | 5 | -3 | -1 | -0.4
Cc1cccc(NC(=O)Cn2c(=O)oc3ccccc32)c1C | -3 | -10 | 6 | -3 | 0 | 7 | -1 | -3 | -2 | -1.3
CC(=O)c1ccc(N2CCN(C(=S)Nc3cccc(Cl)c3)CC2)cc1 | 1 | -8 | -5 | 12 | 0 | -3 | 9 | 3 | 2 | 5.9
O=[N+]([O-])c1cccc(CN(CCO)Cc2ccccc2)c1 | 8 | 7 | -4 | -3 | 4 | 7 | -3 | -1 | -3 | 1.8
Cc1ccc(S(=O)(=O)N2CCC(C(=O)Nc3ccc(C(C)C)cc3)CC2)cc1 | 0 | -2 | 1 | 4 | -66 | -12 | 2 | -4 | 1 | -0.4
CC(N)C12CC3CC(C1)CC(C(C)N)(C3)C2 (stereo not given) | -4 | -1 | 2 | 1 | 0 | 4 | 2 | -6 | 1 | -0.4
Nc1cc(=O)[nH]c(SCC(=O)Nc2ccc(S(=O)(=O)N3CCCCC3)cc2)n1 | -5 | -10 | 2 | -2 | -4 | -5 | 13 | -3 | 2 | -2.6
